# phage Ecoli inh: E. coli growth loss with phage present; growth absorbance; inhibition, % at 11.9 µM; actives 0.26% (n = 360,000); in the data active means inhibition above about 11%
# The depositor's hits bear a star. Not all compounds are listed (hit frequency here may not be typical).
# The first 3 records, ahead of the listing:
Structure,phage Ecoli inh
Nc1ncnc2c1ncn2[C@@H]1O[C@H](C(=O)N[C@@H](CCc2ccccc2)C(=O)O)[C@@H](O)[C@H]1O,-2.2
CCCN(C)C1CN(Cc2cn(Cc3cccc(C(F)(F)F)c3)nn2)S(=O)(=O)C1 (centres undefined),-3.3
CCCS(=O)(=O)NC(=O)C1(C)CCN(C(=O)C2(c3ccc(Cl)cc3)CCCC2)C1 (centres undefined),-0.6

# This part in full (from the top)
Structure,phage Ecoli inh
Nc1ncnc2c1ncn2[C@@H]1O[C@H](C(=O)N[C@@H](CCc2ccccc2)C(=O)O)[C@@H](O)[C@H]1O,-2.2
CCCN(C)C1CN(Cc2cn(Cc3cccc(C(F)(F)F)c3)nn2)S(=O)(=O)C1 (centres undefined),-3.3
CCCS(=O)(=O)NC(=O)C1(C)CCN(C(=O)C2(c3ccc(Cl)cc3)CCCC2)C1 (centres undefined),-0.6
COC(=O)/C=C1\OC(C2CC2)c2ccccc21 (centres undefined),3.6
CCN=C1NC(c2ccc(Cl)cc2)C(C(=O)OC)=C(C)N1Cc1cccc(C(F)(F)F)c1 (centres undefined),0.5
N#Cc1ccc(OCCCN2CCC(C(O)(c3ccccc3)c3ccccc3)CC2)cc1,1.1
CCc1nc2c(OCc3ccccc3C)cccn2c1N(C)C(=O)CC(C)C,2.2
CC(C)c1ccc(CC(=O)N2CCC2(C)C(=O)NCCC#N)cc1 (centres undefined),0.9
O=c1cc(CN2CCCCC2)c2ccccc2o1,4.0
CCOC(=O)C1=CCN(S(=O)(=O)c2ccc(Br)cc2)C1c1ccc(F)cc1 (centres undefined),4.1
Cc1ccc(C(O)c2ncc(-c3ccc4ccccc4c3)[nH]2)cc1 (centres undefined),3.7
Nc1nc(=O)n(C2OC(CO)C(O)C2O)cc1F (centres undefined),21*
CCCC(=O)Nc1c(-c2ccccc2)[nH][nH]c1=O,3.2
COc1ccccc1C(=O)N1CCN(C(=O)[C@H]2O[C@@H](n3cnc4c(N)ncnc43)[C@H](O)[C@@H]2O)CC1,-1.4
COC(=O)c1cc(=O)nc(NN=C(C)C)s1,6.0
COC(=O)C1=C(C)N(C)C(=NCC2CC2)NC1CCc1ccccc1 (centres undefined),3.2
CC(C)c1ccc(NC(=O)C2(C)Cc3c(-c4ccc(N(C)C)cc4)ccnc3O2)cc1 (centres undefined),2.0
COC(=O)C1=C(C)N(Cc2cccc(C(F)(F)F)c2)C(=NCC2CC2)NC1c1cccc(F)c1 (centres undefined),3.6
CC1(C)OC(=O)C2=C(C[C@@H](C3CCCCC3)O[C@H]2c2ccc(F)cc2)O1,3.2
CC(=O)N(C)C[C@@H]1OCc2ccccc2-c2c(n(C)c3ccccc23)C(=O)N([C@@H](C)CO)C[C@@H]1C,4.9
COc1c2c(cc3c1c(=O)c1ccccc1n3C)OCO2,2.3
Cc1cnc(C)c(Nc2nc(C(N)c3ccccc3)cs2)n1 (centres undefined),-2.6
Cc1ccc(OCCCN2CCC(C(O)(c3ccccc3)c3ccccc3)CC2)cc1,-0.6
COc1ccc(CNC(=O)c2sc(=O)n(Cc3ccc(C)cc3)c2C)cc1,2.3
NC(=O)c1ncn([C@@H]2O[C@H](C(=O)N[C@H](Cc3ccccc3)C(=O)N3CCN(c4ccc(Cl)cn4)CC3)[C@@H](O)[C@H]2O)n1,1.9
C[C@H](O)[C@@H]1C(=O)N2CCc3c([nH]c4cccc(-c5ccccc5)c34)[C@@H]2C[C@@H]1N(C)C(=O)c1ccco1,2.5
Cc1ccc(OC2CCN(C(=O)[C@@H](Cc3ccccc3)NC(=O)[C@H]3O[C@@H](n4ccc(=O)[nH]c4=O)[C@H](O)[C@@H]3O)CC2)cc1,-0.2
CC1(C(=O)Nc2ccc3nc[nH]c3c2)CCN1C(=O)C/C=C/c1ccccc1 (centres undefined),0.5
CC(C)Oc1cc(F)ccc1-c1cc(C(=O)NCc2cccs2)[nH]n1,1.1
COc1ccc(C(N)c2csc(Nc3ccc(S(C)(=O)=O)cc3)n2)cc1 (centres undefined),2.9
CCc1nc2ccc(C(=O)NCCCn3ccnc3)cn2c1N(C)Cc1nccs1,0.6
CSc1ccc(CNC(=O)C2(C)CCCN(C(C)C)C2)cc1 (centres undefined),1.4
CC(C)Nc1nc(-c2ccccc2CO)c2sccc2n1,4.8
COc1ccc(NC(=O)C2(C)Cc3c(-c4ccccc4)ccnc3O2)cn1 (centres undefined),5.5
Cc1cccc(S(=O)(=O)NC(=O)C2(C)CCN2C(=O)Cc2ccccc2)c1 (centres undefined),3.3
CCOC(=O)C1(C)CCN1C(=O)c1ccccc1C (centres undefined),3.0
CC(C)NC(=O)c1csc(COCCO)n1,0.3
COC(=O)[C@@]12C[C@@H](CC(=O)N3CCOCC3)C(=O)N(Cc3ccco3)C1=CCC(C)(C)C2,1.9
COc1ccc(S(=O)(=O)N2CCCCC2c2cc(C(=O)Nc3ccccc3Cl)no2)cc1 (centres undefined),-0.4
CSc1ccc(Cn2c(C)c(C(=O)NCc3ccco3)sc2=O)cc1,0.3
CC[C@H](C)[C@@H](CO)NC(=O)[C@H]1O[C@@H](n2ccc(N)nc2=O)[C@H](O)[C@@H]1O,1.6
CC(C)(C)c1ccc(C(=O)N2CCC2(C)C(=O)Nc2cnc3ccccc3c2)cc1 (centres undefined),2.6
COC(=O)C1=C(C)N(Cc2ccccc2C(F)(F)F)C(=NCC2CC2)NC1c1ccc(C(F)(F)F)cc1 (centres undefined),4.1
O=C([C@H]1O[C@@H](n2ccc(=O)[nH]c2=O)[C@H](O)[C@@H]1O)N1CCSC1,1.1
CCc1nc2ccc(C(=O)Nc3ccc(OC)c(OC)c3)cn2c1N(CC)CCOC,1.2
COC(=O)N1Cc2ccnnc2CC1c1ccccc1-c1ccc(OC)cc1 (centres undefined),0.9
NC(=O)c1ccc(-c2ccc(N3C(c4ccsc4)=Cc4ccc(F)cc4C3CC(=O)c3ccco3)cc2)cc1 (centres undefined),-0.1
CCCCC[C@H](C)N1C[C@@H](COCc2ccccc2)Oc2cc(N3CC[C@@H](O)C3)ccc2S1(=O)=O,0.3
OC(c1ccc(F)c(F)c1)c1nc(-c2cccc(C(F)(F)F)c2)cs1 (centres undefined),1.1
CCCCN1C(=O)C(CC(=O)NC2CCCC2)CC(C(=O)N2CCCCCC2)=C1C (centres undefined),2.4
Cc1cccc(COC[C@H](Cc2ccccc2)N2CCN(C(=O)c3cccc(Cl)c3)CCC2=O)c1,-0.1
CC1(C(=O)NS(C)(=O)=O)CCN1C(=O)CC(c1ccccc1)c1ccccc1 (centres undefined),1.4
CC(C)Oc1ccc(F)cc1-c1cc(C(=O)NCc2cccs2)[nH]n1,3.3
CC(C)(C)OC(=O)N1CCc2onc(-c3ccccc3[N+](=O)[O-])c2C1=O,1.0
OC(c1ccccc1)(c1ccccc1)C1CCN(CCCOc2cccnc2)CC1,1.8
C=CCCC1CN(Cc2ccc(OC)cc2)S(=O)(=O)c2c(Oc3ccc(OC)cc3)cccc2O1 (centres undefined),-1.2
COc1ccc(-c2csc(C(O)c3ccccc3)n2)cc1 (centres undefined),1.6
C=CCN1C(=O)c2n[nH]c(C(C)C)c2C1c1ccc2c(c1)OCO2 (centres undefined),3.2
CC12CCC(=O)C=C1CCC1C2C(O)CC2(C)C1CCC2(O)C(O)CO (centres undefined),1.5
CC1(C(=O)NS(=O)(=O)c2ccc(C#N)cc2)CCN1C(=O)c1cccc(F)c1 (centres undefined),0.5

# Later entries
Structure,phage Ecoli inh
CC(C)C[C@H]1CNC(=O)C(=O)N1CC1CCN(CCC(C)c2ccccc2)CC1 (some centres undefined),3.0
CCCCC[C@@H](C)N1C[C@H](COCc2ccccc2)Oc2cc(N3CCC[C@@H]3CO)ccc2S1(=O)=O,0.6
CCc1c(-c2cccc(Cl)c2)ncn1CCc1ccccc1OC,0.4
C=CCn1c(=O)n(CC=C)c(=O)n(CC=C)c1=O,1.2
CC(C)NC(=O)OC1CC2CC1[C@H]1CCCCN1C2=O (some centres undefined),2.5
COc1ccc(C(C)(O)c2nc(-c3ccc(OC)nc3)cs2)cc1 (centres undefined),1.2
COc1ccc(C2=Nc3ccccc3N(C(=O)c3ccncc3)C2C(=O)NC(C)C)cc1 (centres undefined),0.5
Cc1ccc(S(=O)(=O)C[C@@H]2OC3CCCCC3N2S(=O)(=O)c2ccc(C)cc2)cc1 (some centres undefined),-2.1
CCc1nc2c(OCc3ccc(C(F)(F)F)cc3)cccn2c1N(C)C(=O)c1ccncc1,0.3
Cn1c(NCc2ccc3occc3c2)nc2cc(-c3cccc(C(F)(F)F)c3)sc2c1=O,-1.5
CCCCC[C@H]1CCCCC[C@@H](O)C[C@H](O)[C@H](O)/C=C/C(=O)O1,2.7
CCc1ccccc1Oc1nc(NC(C)C)nc2ccsc12,-0.6
COc1ccc(C(NC(=O)C2CCN(CCCOc3ccccc3)CC2)c2ccccn2)cc1 (centres undefined),1.2
CC(=O)Nc1ccc(C(=O)N2CCCCC2c2cc(C(=O)Nc3ccccc3Cl)no2)cc1 (centres undefined),2.2
c1cnc2c(-c3cccc4nccn34)cccc2c1,3.2

# Arranged by the number under phage Ecoli inh (largest number first): some entries from above
Structure,phage Ecoli inh
CC(C)C[C@H]1CNC(=O)C(=O)N1CC1CCN(CCC(C)c2ccccc2)CC1 (some centres undefined),3.0
COc1ccc(CNC(=O)c2sc(=O)n(Cc3ccc(C)cc3)c2C)cc1,2.3
COc1ccc(C(C)(O)c2nc(-c3ccc(OC)nc3)cs2)cc1 (centres undefined),1.2
N#Cc1ccc(OCCCN2CCC(C(O)(c3ccccc3)c3ccccc3)CC2)cc1,1.1
CC1(C(=O)NS(=O)(=O)c2ccc(C#N)cc2)CCN1C(=O)c1cccc(F)c1 (centres undefined),0.5
CSc1ccc(Cn2c(C)c(C(=O)NCc3ccco3)sc2=O)cc1,0.3
CCCN(C)C1CN(Cc2cn(Cc3cccc(C(F)(F)F)c3)nn2)S(=O)(=O)C1 (centres undefined),-3.3

# (listing goes on)
Structure,phage Ecoli inh
CCCCNC(=O)c1cnc(Cc2c[nH]c3ccccc23)c(I)c1,4.0
CCc1nc2ccc(C(=O)N3CCN(S(=O)(=O)CC)CC3)cn2c1N(C)CCC(C)C,2.3
CC(C)(O)C#Cc1ccc(N2C(c3ccsc3)=Cc3ccc(F)cc3C2c2c[nH]c3ccccc23)cc1 (centres undefined),3.9
CNC(=O)C1(C)Cc2c(-c3ccc4c(c3)OCO4)ccnc2O1 (centres undefined),1.3
CCCCCCSc1ccc(-c2nc3ccc(C)cn3c2NCCCC)cc1OC,3.1
Cc1cccc(S(=O)(=O)NC(=O)C2(C)CCN2C(=O)c2sccc2C)c1 (centres undefined),0.6
COC(=O)[C@]12C[C@H](CC(=O)N3CCC(c4ccccc4)CC3)C(=O)N(Cc3ccc4c(c3)OCO4)C1=C[C@H](COCc1ccccc1)O[C@@H]2C,1.8
CCOC(=O)C1CCN(C(=O)c2[nH]c(C(F)(F)F)nc2-c2ccccc2)CC1,3.9
O=C(NCc1ccc(F)cc1)c1cc(C2CCCCN2C(=O)C2CCCCC2)on1 (centres undefined),0.5
O=C1NC[C@@H](CCCCN2C[C@H](Cc3ccc(O)cc3)N(CCC3CCCCC3)C(=O)C2=O)N(CCC2CCCCC2)C1=O,2.9
CCCCNC(=O)c1nc(C2CCN(S(=O)(=O)c3ccccc3C(F)(F)F)CC2)oc1-c1cccc(C(F)(F)F)c1,3.1
CC(C)C[C@H]1COc2cccc(N3CCSCC3)c2S(=O)(=O)N1,-1.4
CC1(C(=O)NS(=O)(=O)Cc2cccc(Cl)c2)CCN1C(=O)C1(c2ccc(Cl)cc2)CC1 (centres undefined),2.8
CC1(C(=O)NS(=O)(=O)c2cccs2)CCN1C(=O)c1cccc(F)c1 (centres undefined),1.8
O=C(Nc1ccc2c(c1)OCO2)c1cc(C2CCCCN2C(=O)CCc2ccccc2)on1 (centres undefined),1.1
COc1cc(NC(=O)c2cccc3c(-c4cccnc4)coc23)cc(OC)c1OC,5.1
O=C(NCc1ccccc1)C1C(c2ccccc2)=Nc2ccccc2N1C(=O)c1cccnc1 (centres undefined),1.2
OC(c1ccccc1)c1nc(-c2ccc3c(c2)OCO3)cs1 (centres undefined),2.9
COC(=O)[C@@]12C[C@@H](CC(=O)NCC3CCCCC3)C(=O)N(Cc3ccco3)C1=CCC(C)(C)C2,-1.9
CCCCCn1nnnc1-c1nc2cc3ccccc3cc2[nH]c1=O,3.8
COc1cc2c(c(OC3OC(CO)C(O)C(O)C3O)c1)C(=O)CC(c1ccc(O)cc1)O2 (centres undefined),1.1
Cc1cccc(-c2cccc3nccn23)c1,1.9
COc1ccc(NC(=O)C2(C)Cc3c(-c4cccc(NC(C)=O)c4)ccnc3O2)cc1OC (centres undefined),2.2
CCC(=O)N1CCCC1(C)C(=O)Nc1ccc(C)c(C)c1 (centres undefined),2.4
COCCN1CCCc2nc(-c3ccc(Br)cc3)ccc21,3.0
Cc1ccc2nc(-c3ccco3)c(Cc3cccc(Cl)c3)n2c1,0.1
CN(C)CCNc1nc(Oc2ccccc2)c2sccc2n1,2.7
COc1ccc(-c2coc3c(C(=O)Nc4ccc(OC)nc4)cccc23)c(C)c1,1.4
CCOC(=O)C1=CCN(S(=O)(=O)c2ccc(Cl)cc2)C1c1ccc(C)cc1 (centres undefined),2.6
COc1cccc(C(=O)N[C@@H](Cc2cccnc2)C(=O)N2CCC[C@H]2C(=O)NC2CCCC2)c1,2.6
CC1(C(=O)Nc2ccc3c(c2)OCCO3)CSCC(=O)N1CCCn1ccnc1 (centres undefined),0.3
CC1(C(=O)NCc2ccc3c(c2)OCO3)CCN1C(=O)CC1CCCC1 (centres undefined),4.3
Cc1ccc(S(=O)(=O)NC(=O)C2(C)CCN2C(=O)Cc2ccc(C(C)(C)C)cc2)cc1 (centres undefined),2.3
COc1ccccc1C(=O)NC1CCCCN(C)C1=O (centres undefined),0.9
COCCCNC(=O)CC[C@H]1O[C@@H](n2cnc3c(NC(=O)c4ccccc4)ncnc32)[C@H](O)[C@@H]1O,1.4
